TRb-SRC2 inh: qHTS for Inhibitors of the Interaction of Thyroid Hormone Receptor and Steroid Receptor Coregulator 2; Thyroid hormone receptor beta (Homo sapiens), P10828; hit rate 0.065% among 280,000; TRbeta-SRC2 peptide binding, fluorescence polarization; receptor liganded with 1 µM T3; Potency, µM (top dose mostly 106 µM), inactives show at the highest dose activity change, negative = inhibition, usual class: inhibitors;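 further: plate controls were bound peptide for no effect and peptide without receptor for full effect; nearly all actives have a fitted effect of over 50% in size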
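Decrease in fluorescence polarization of 20 nM Texas Red SRC2 coactivator peptide flagged inhibition of its binding to 0.6 uM TRb LBD; 1 uM T3 included, incubation 5 hr, ex 555/em 632 nm.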
RECQ1 inh: qHTS Assay for Inhibitors of RecQ-Like Dna Helicase 1 (RECQ1). RECQ1 DNA unwinding, red fluorescence kinetic read. hit rate 0.54% among 240,000. Potency, µM (doses to about 57.3 µM), for inactives: top-dose activity, negative = inhibition, actives largely listed as inhibitors. ATP-dependent DNA helicase Q1 (Homo sapiens), P46063;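 further: plate controls were vehicle for no effect and no enzyme for full effect; nearly all actives have a fitted effect of over 30% in size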
Target sequence (P46063 whole entry, looked up): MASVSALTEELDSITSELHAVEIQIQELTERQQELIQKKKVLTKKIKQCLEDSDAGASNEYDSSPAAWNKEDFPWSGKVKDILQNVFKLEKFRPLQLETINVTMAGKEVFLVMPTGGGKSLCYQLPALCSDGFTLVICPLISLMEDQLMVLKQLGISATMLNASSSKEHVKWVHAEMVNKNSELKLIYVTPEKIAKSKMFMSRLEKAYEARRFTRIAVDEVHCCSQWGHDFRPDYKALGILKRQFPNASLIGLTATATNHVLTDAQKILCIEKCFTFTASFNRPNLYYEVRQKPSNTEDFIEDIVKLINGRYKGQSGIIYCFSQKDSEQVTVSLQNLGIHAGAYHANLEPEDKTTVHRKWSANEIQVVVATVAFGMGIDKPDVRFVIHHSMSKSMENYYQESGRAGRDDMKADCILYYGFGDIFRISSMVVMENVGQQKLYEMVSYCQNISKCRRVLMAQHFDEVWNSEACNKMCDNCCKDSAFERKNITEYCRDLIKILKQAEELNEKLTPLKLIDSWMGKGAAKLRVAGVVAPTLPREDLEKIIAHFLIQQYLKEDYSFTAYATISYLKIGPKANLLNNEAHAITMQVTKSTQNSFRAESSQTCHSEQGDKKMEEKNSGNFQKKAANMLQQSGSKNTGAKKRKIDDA
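RECQ1T1 50 nM; forked duplex (20 bp + 30-nt ss tails) 200 nM, ATP 2 mM final; pH 8.0, 2 mM MgCl2, 2.5 ug/ml poly(dI-dC); 15 min compound preincubation; discontinuous kinetic read over 2 h at RT.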
RGS12 GoLoco inh: qHTS Assay for Inhibitors of RGS12 GoLoco Motif Activity (Red Fluorophore); Gai1:RGS12 GoLoco peptide FP, rhodamine, 10 min; hit rate 0.44% among 230,000; Potency, µM (titrated, usually from 61.6 µM), inactives show at the highest dose activity, negative = inhibition, hits mostly inhibitors; AID 880, 2007; active means well fitted inhibition curve with a large enough effect, not every such curve was filed as active; inactive means no such curve, though single readings can be large or run the other way; further: nearly all actives have a fitted effect of over 30% in size; many of its hits are not listed in these tables
Target sequence (P63096 whole entry, looked up): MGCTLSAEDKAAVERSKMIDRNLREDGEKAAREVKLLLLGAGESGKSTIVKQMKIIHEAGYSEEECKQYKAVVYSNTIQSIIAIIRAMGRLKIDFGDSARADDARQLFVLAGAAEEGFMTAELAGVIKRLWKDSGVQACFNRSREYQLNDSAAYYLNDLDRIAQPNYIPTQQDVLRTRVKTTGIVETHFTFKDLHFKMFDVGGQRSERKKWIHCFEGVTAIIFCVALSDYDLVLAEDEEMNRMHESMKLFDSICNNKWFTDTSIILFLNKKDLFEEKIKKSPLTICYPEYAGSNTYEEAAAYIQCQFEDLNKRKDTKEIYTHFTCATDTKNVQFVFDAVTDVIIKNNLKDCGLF
aGlu spleen mod: qHTS Assay for Inhibitors and Activators of Human alpha-Glucosidase From Spleen Homogenate | AID 2112, 2009 | Lysosomal alpha-glucosidase (Homo sapiens), P10253 | human spleen homogenate, 4-MU-alpha-glucoside fluorescence | Potency, µM (top dose mostly 79.9 µM), inactives show top-dose activity change, negative = inhibition, actives largely listed as inhibitors | hit rate 0.006% among 240,000;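 further: 0% = enzyme with vehicle and -100% = no enzyme basal signal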
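Compounds were titrated against alpha-glucosidase in spleen homogenate at pH 5.0, with 1 mM 4-methylumbelliferyl substrate for 40 min at 37 C. Reactions were quenched with pH 10 NaOH/glycine and fluorescence measured.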
GAA inhib: qHTS Assay for Inhibitors of Human alpha-Glucosidase as a Potential Chaperone Treatment of Pompe Disease; Potency, µM (highest dose often 76.9 µM), inactives show at the highest dose activity change, negative = inhibition, hits mostly inhibitors; purified human GAA, 4-MU-alpha-glucoside fluorescence; Lysosomal alpha-glucosidase (Homo sapiens), P10253; hit rate 0.005% among 200,000;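 further: plate controls were uninhibited enzyme wells for no effect and no-enzyme background for full effect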
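Human enzyme at 4 nM with 400 uM 4-methylumbelliferyl-alpha-D-pyranoside, citrate/phosphate buffer pH 5.0, 0.005% Tween-20, 20 min at room temperature. Compounds up to 77 uM. 4-MU fluorescence (Ex 365/Em 440) read after NaOH/glycine stop; AC50 from Hill fit.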
GAA glycogen mod: qHTS Assay for Inhibitors and Activators of Human alpha-Glucosidase Cleavage of Glycogen; recombinant GAA, glycogen substrate, Amplex Red glucose oxidase fluorescence; AID 2100, 2009; hit rate 0.38% among 300,000; Lysosomal alpha-glucosidase (Homo sapiens), P10253; Potency, µM (highest dose often 76.4 µM), inactives show at the top dose activity change, negative = inhibition, actives largely listed as inhibitors;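 further: 0% = full enzyme reaction and -100% = no-enzyme basal signal; the screen sought inhibitors and activators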
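qHTS, 1536-well; enzyme 4 nM final; cpd up to 77 uM; substrate bovine liver glycogen 30 ug; 50 mM citrate/phosphate pH 5.0, 0.01% Tween-20; 37 C, 40 min; Amplex Red detection 45 min RT; Hill fit → AC50.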
L3MBTL1 block: qHTS Assay for the Inhibitors of L3MBTL1; Lethal(3)malignant brain tumor-like protein 1 (Homo sapiens), Q9Y468; AlphaScreen L3MBTL1–H3K9me1 peptide binding; Potency, µM (titrated, usually from 57.1 µM), without a hit: at the highest dose activity, negative = inhibition, usual class: inhibitors; hit rate 0.66% among 230,000; further: nearly all actives have a fitted effect of over 60% in size
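AlphaScreen proximity signal between nickel-chelate acceptor and streptavidin donor beads (final 10 ug/mL) reports binding of 50 nM L3MBTL1 to 75 nM biotin-H3 K9me1 peptide; complex incubated with compounds 30 min at room temperature; cefsulodin titration as control.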
TexasRed fluor: Total Fluorescence Counterscreen for Inhibitors of the Interaction of Thyroid Hormone Receptor and Steroid Receptor Coregulator 2; hit rate 0.29% among 280,000; AID 1479, 2009; TRb/SRC2 Texas Red total fluorescence interference; Potency, µM (highest dose often 106 µM), inactives show at the top dose fluorescence change, negative = quenching; active means well fitted curve in either direction with a large enough effect; inconclusive means small, poorly fitted or top-dose-only effect
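Human TRβ ligand-binding domain (0.6 uM) and Texas Red SRC2 peptide (20 nM) in Tris buffer with 1 uM T3 and 5% DMSO were incubated with pinned compound for 5 hr at ambient temperature. Total fluorescence was computed as S + 2P (555/632 nm).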
* marks the source's active call; other numbers are inactive results; i = inactive; ? = inconclusive; . = not tested or not shown; & = joins results of further samples; [ ] = dose if it differs, or a comment. Unless noted, the call rests on the fitted dose curve; in most records, active means well fitted curve in the direction sought with a large enough effect; inconclusive means small, poorly fitted or top-dose-only effect, or another doubt; inactive means no such curve, though single readings can be large; an effect the other way counts as inactive or inconclusive. Unless noted, on the % scale 0 is the no-effect control and ±100 the full control effect; potency means the concentration at half of the fitted maximal effect.

SMILES	TRb-SRC2 inh	RECQ1 inh	RGS12 GoLoco inh	aGlu spleen mod	GAA inhib	GAA glycogen mod	L3MBTL1 block	TexasRed fluor
CCOc1ccccc1C1N(c2ccc(OC)cc2)C(=O)C2CCCN21 (stereo not drawn)	3%	-7%	8%	-5%	-4%[15.4 µM]	-5%	3%	-6%
Cc1ccc(O)c(C(CCN(C(C)C)C(C)C)c2ccccc2)c1 (stereo not drawn)	-7%	-1%	6%	-6%	.	.	.	0%
COc1ccc(-n2nc(C(=O)Nc3ccc(OC)c(OC)c3)c3c4ccccc4n(C)c3c2=O)cc1	4%	10%	-8%	1%	-1%	-2%	.	1%
CCCCc1c(O)nc(SCC(=O)NCCc2ccc(OC)c(OC)c2)[nH]c1=O	-6%	5%	5%	1%	-6%	-2%	0%	-1%
CC(=O)NC(CC(=O)O)c1ccccc1 (stereo not drawn)	6%	-6%	3%	-15%	.	9%	5%	-2%
Cc1ccc2cc3cc(C(=O)NCCC(C)C)oc3nc2c1	3%	-9%	4%	-16%	4%	0%	-2%	-3%
NC(=O)c1c(NC(=O)C2CCCO2)sc2c1CCCCC2 (stereo not drawn)	-1%	-9%	-2%	-9%	-15%	1%	-14%	1%
Cn1c(SCc2nnc(-c3ccc(F)cc3)o2)nnc1C1COc2ccccc2O1 (stereo not drawn)	9%	-5%	7%	-2%	11%	8%	-4%	1%
CN1C2=NCCN2C(=O)c2ccccc21	-9%	i	8%	-6%	0%	3%	.	-5%
CCOc1ncccc1C(=O)Nc1ccc(F)c(F)c1	-5%	-14%	4%	-5%	-8%	6%	.	-3%
COc1cc(-c2nnc(SCc3cc(=O)oc4cc(C)ccc34)o2)cc(OC)c1OC	-5%	18%	17%	-1%	5%	7%	-8%	-5%
COc1ccc(-c2nc(N3CCOCC3)nc3n[nH]c(N)c23)cc1	13%	0%	-5%	-4%	?	?	-5%	-1%

Brought forward from above: 3 entries, then new ones.
SMILES	TRb-SRC2 inh	RECQ1 inh	RGS12 GoLoco inh	aGlu spleen mod	GAA inhib	GAA glycogen mod	L3MBTL1 block	TexasRed fluor
CCOc1ncccc1C(=O)Nc1ccc(F)c(F)c1	-5%	-14%	4%	-5%	-8%	6%	.	-3%
COc1cc(-c2nnc(SCc3cc(=O)oc4cc(C)ccc34)o2)cc(OC)c1OC	-5%	18%	17%	-1%	5%	7%	-8%	-5%
COc1ccc(-c2nc(N3CCOCC3)nc3n[nH]c(N)c23)cc1	13%	0%	-5%	-4%	?	?	-5%	-1%
Cc1ccccc1C(=O)NC(=S)Nc1ccccc1C(F)(F)F	15%	-3%	5%	-3%	-5%	3%	-5%	1%
Fc1cccc(CO/N=C/c2c(-c3ccccc3)nc3ccc(Cl)cn23)c1	-9%	4%	5%	0%	-6%	-6%	10%	-2%
CCOC(=O)C1CCN(C(=O)Nc2ccc3snnc3c2)CC1	4%	-8%	-16%	6%	6%	-1%	8%	-2%
Cc1nc2sccn2c(=O)c1S(=O)(=O)N1CCN(c2ccc(F)cc2)CC1	2%	.	.	.	.	-1%&16%[76.3 µM]	-4%	-1%
COc1ccc(OC)c(/C=C2\SC(=S)N(Cc3cccnc3)C2=O)c1	-2%	-3%	9%	2%	-6%	0%	-3%	2%
CCOC(=O)N1CCN(c2cc(NCCC(=O)O)c3c4c(onc24)-c2ccccc2C3=O)CC1	28µM*	?	142%[activator]	-20%	-14%	-20%	8.9µM*	13µM*[fluorescent]
Cc1ccccc1OCCCN1C(=O)C(=O)c2cccc(C)c21	10%	-6%	8%	-5%	-4%	0%	?	-1%
CCOC(=O)c1c(NC(=O)c2cccs2)sc2c1CCC2	3%	-6%	12%	3%	1%[15.4 µM]	7%	-2%	4%
O=C(Nc1ccc(Cl)c(Cl)c1)N1CCSC1c1ccco1 (stereo not drawn)	-10%	i	0%	6%	-1%	4%	-8%	-1%
Cc1nc2cc(NCc3nc4ccccc4n3Cc3ccccc3)ccc2n1C	-4%	-15%	9%	-7%	0%	-21%	?	-1%
O=C(NCc1ccc(F)cc1)C1CCCN1C(=O)NCc1ccccc1 (stereo not drawn)	-17%	-18%	.	6%	1%	9%	5%	-1%
COc1ccc(NC(=S)N(CCCN2CCOCC2)Cc2cn(C)c3ccccc23)cc1OC	-13%	5%	6%	-15%	0%	?	-5%	1%
COc1ccccc1CNC(=O)c1ccccc1NS(C)(=O)=O	-10%	-6%	0%	-2%	-2%	7%	.	-4%
COc1cccc(Nc2nc(-c3sc(NC(=O)c4ccccc4)nc3C)cs2)c1	0%	1%	2%	0%	-6%	-18%	-7%	-4%
COc1ccc(C(=O)NC(=S)Nc2ccc3c(c2)Cc2ccccc2-3)cc1	-8%	-5%	6%	-9%	-7%	2%	.	-1%
COc1cc(=O)[nH]c(SCc2c(F)c(F)c(F)c(F)c2F)n1	7%	-4%	12%	-9%	-14%	-4%	5%[11.4 µM]	0%
NC(=O)Cn1cnc2nc3n(c2c1=O)CCC3	-6%	i	8%	-4%	2%	-3%	-4%	-4%
COc1ccc(C(=O)/C=C/C(=O)N(CC(=O)NCCC(C)C)Cc2cccs2)c(O)c1	1%	i	-1%	-1%	?	-8%	-20%	-3%
Cc1cc(=O)[nH]c(-n2ncc(C#N)c2N)n1	-7%	i	3%	-4%	3%	2%	10%	-5%
C=CCOc1ccc(Br)cc1CNC(C)(C)C	8%	i	-14%	-2%	7%	12%	-18%	-1%
CCOc1cc(/C=C2/SC(=S)N(CC3CCCO3)C2=O)ccc1O (stereo not drawn)	10%[53 µM]	14µM*	331%[activator]	-1%	1%	14%	-25%	4%[53 µM]
Cc1ccc(SCCC(=O)Nc2nccs2)cc1	-2%	-2%	7%	7%	5%	2%	.	0%
c1ccc(Oc2nc(-c3ccccn3)nc3ccccc23)cc1	-8%	1%	8%	-17%	-21%	6%	-16%	-2%
COc1ccc(C(=O)NCc2ccc(Cl)c(Cl)c2)cc1OC	-2%	-6%	14%	0%	-3%	-5%	12%	-1%
Cc1ccc(C(C)C)c(OCCCNCc2cccnc2)c1	-4%	i	9%	-8%	-3%	-1%	0%	-1%
CCn1c(CNc2cccc(Cl)c2)nnc1SCc1ccccc1	-2%	-8%	-2%	7%	-8%	-17%	-3%	-2%
Cc1ccc(S(=O)(=O)N2CCCC2C(=O)Oc2ccccc2)cc1 (stereo not drawn)	1%	15%	-36%	-4%	5%	-3%	.	0%
Cc1ccc(Cn2c(=O)c3ccccc3n3nc(C)cc23)cc1	5%	i	5%	5%	4%	-2%	7%	-2%
CCOc1cc(NC(=O)c2ccco2)c(OCC)cc1NC(=O)COc1ccccc1	-7%	-3%	8%	-4%	9%	-6%	5%	1%
COc1ccc(/C=C2/N=C(c3cccs3)OC2=O)cc1OC(C)C	10%	13%	11%	2%	?	-12%	.	0%
O=C(O)CCC(=O)c1cccc2ccccc12	-9%	-1%	7%	-4%	4%	2%	4%	-3%
Cc1ccc(N(CC(=O)NC2CCC(C)CC2)S(=O)(=O)c2cccnc2)cc1 (stereo not drawn)	0%	-9%	3%	4%	-6%	13%	.	-5%
Clc1ccc(-c2csc(-c3ccncc3)n2)cc1	-2%	-4%	-9%	5%	-1%	1%	.	-2%
O=C(NCc1ccccn1)C1CCCN(S(=O)(=O)c2ccc(Br)cc2)C1 (stereo not drawn)	-12%	i	-20%	3%	1%	11%	.	2%
COc1ccc(CCNC(=O)C2CC(=O)N(CCc3ccc(C)cc3)C2)cc1OC (stereo not drawn)	-7%	-13%	1%	0%	-2%	10%	.	0%
Cc1[nH]c2ccccc2c1CC#N	6%	-2%	8%	7%	.	-12%	-3%	-4%

Rewritten with two lines to a compound: part of the list above.
Values run as follows: TRb-SRC2 inh | RECQ1 inh | RGS12 GoLoco inh | aGlu spleen mod | GAA inhib | GAA glycogen mod | L3MBTL1 block | TexasRed fluor
> Cc1ccc(C(C)C)c(OCCCNCc2cccnc2)c1
→ -4% | i | 9% | -8% | -3% | -1% | 0% | -1%
> CCn1c(CNc2cccc(Cl)c2)nnc1SCc1ccccc1
→ -2% | -8% | -2% | 7% | -8% | -17% | -3% | -2%

(further entries)
SMILES	TRb-SRC2 inh	RECQ1 inh	RGS12 GoLoco inh	aGlu spleen mod	GAA inhib	GAA glycogen mod	L3MBTL1 block	TexasRed fluor
CC(=O)c1cc(F)ccc1OCC(=O)N1CCN(c2ccc(F)cc2)CC1	9%	i	2%	-5%	-2%	-8%	.	-2%
CNC(=O)CCn1nc(-c2ccc(Cl)cc2)c2ccccc2c1=O	3%	i	-7%	-12%	-4%	0%	.	-1%
Clc1ccc(CO/N=C2\CCCc3nonc32)c(Cl)c1	-5%	-12%	15%	0%	-2%	0%	93%[activator]	-2%
Cc1cc(NC(=O)CSc2nnc(C)c(=O)n2N)no1	3%	-4%	7%	1%	?	3%	.	-1%
Cc1cc(C)c(S(=O)(=O)NCC2CCC(C(=O)NCCCN3CCOCC3)CC2)c(C)c1 (stereo not drawn)	1%	i	-13%	-6%	-3%	5%	4%	3%

Copied from the list:
Result for CC(=O)c1cc(F)ccc1OCC(=O)N1CCN(c2ccc(F)cc2)CC1 in aGlu spleen mod: -5%
Result for Clc1ccc(CO/N=C2\CCCc3nonc32)c(Cl)c1 in L3MBTL1 block: 93%[activator]
Result for Cc1cc(C)c(S(=O)(=O)NCC2CCC(C(=O)NCCCN3CCOCC3)CC2)c(C)c1 (stereo not drawn) in L3MBTL1 block: 4%

High-throughput results (PubChem BioAssay)

Some of the compounds tested (hit frequency here may not be typical).
